ERK EGF block = qHTS Assay for Inhibitors of the ERK Signaling Pathway using a Homogeneous Screening Assay; Stimulation with EGF | AID 1454, 2008 | Potency, µM (series often up to 11.5 µM), inactives show at the highest dose activity change, negative = inhibition, most hits filed as inhibitors | 0.41% of 130,000 active | HEK293-V1b, EGF-stimulated phospho-ERK AlphaScreen; active = well fitted inhibition curve with a large enough effect; inconclusive = small, poorly fitted or top-dose-only effect, or effect the other way;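 note: plate controls were stimulated vehicle wells for no effect and unstimulated vehicle basal for full effect; nearly all actives have a fitted effect of over 55% in size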
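Homogeneous cell-based phospho-ERK assay: HEK293/V1b cells in 1% FBS, compound 30 min then EGF 5 min, AlphaScreen luminescence. Activity normalized between DMSO and 25 nM EGF controls; AC50 from Hill modelling.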
* hit, by the source's call; ? = inconclusive; [ ] = dose if it differs, or a comment. Potency is the fitted concentration of half-maximal effect. Some of the compounds tested; the hit share may differ from the screen's.

SMILES	ERK EGF block
O=C(Nc1ccccc1)NC(Cc1ccc(O)cc1)C(=O)O (stereo not given)	-2.5%
O=C(CCC(=O)NNC(=O)Nc1cccc(Cl)c1)NCc1ccccc1	-0.4%
CCC1(c2ccc(Cl)cc2)NC(=S)N(c2ccc(C)cc2)N1 (stereo not given)	-3.8%
CC1(C)Cc2c(c(-c3ccco3)nc3sc4c(NCCN5CCOCC5)ncnc4c23)CO1	5.5%
CCCCCCOC(=O)Cc1c(C)nc(N)[nH]c1=O	8.2%[57.5 µM]
CCC(C)C(=O)Nc1cc(Cl)ccc1C(=O)O (stereo not given)	8.2%
CCc1cc2ccccc2nc1SCC(=O)Nc1cc(OC)c(OC)cc1C(=O)O	6.4%
CN(C)C(=S)Nc1ccc(Br)cc1Cl	-12.8%[57.5 µM]
CN(C)C(=O)CSc1ncnc2scc(-c3ccccc3)c12	13.5%
C/C(=N\NC(=O)c1c(Cl)cnn1C)c1cccc(NC(=O)C(C)C)c1	-16.9%
COc1ccc(NS(=O)(=O)c2cc(NC(=O)[C@@H](NC(N)=O)C(C)C)ccc2C)cc1	-15.9%[57.5 µM]
O=C(NCc1cccnc1)c1ccc(-c2cc3ccccc3oc2=O)cc1	-8.4%
COc1ccc(C(=O)C2CCCN(C(=O)CCC3=NNC(=O)CC3)C2)c(C)c1 (stereo not given)	1.4%
Cc1ccc(NC(=S)N(C)Cc2cn(C)c3ccccc23)cc1	-15.7%
Cc1ccc(Nc2nc3ccccc3c(=O)s2)cc1C	15.1%
COc1ccc(-c2noc(CCCC(=O)N3CCOCC3)n2)cc1	0.9%
Cc1ccc2[nH]c(=O)c(CN(CCCN(C)C)C(=S)NCCc3ccccc3)cc2c1	-7.7%
COc1ccc(/C=N/NC(=O)c2nc(-c3ccccc3)n(-c3ccccc3)n2)cc1	2.9%
O=c1c2ccccc2nc(COc2ccccc2)n1/N=C/c1ccc(O)c(O)c1	-11.3%[57.5 µM]
COc1ccc(CNC(=O)COC(=O)CC2CC3CCC2C3)cc1OC (stereo not given)	11.2%
NS(=O)(=O)c1cc(C(=O)NCCc2ccccn2)ccc1Cl	-1.0%[57.5 µM]
O=C(CCl)N=c1sccn1Cc1cccc2ccccc12	-17.2%
COc1ccc(-c2ccc(CCC(=O)O)o2)cc1	-4.6%
CCC(=O)Oc1ccc(C(=O)Nc2ccccc2C(=O)NCC(C)C)cc1	-3.6%

A stretch from further up:
SMILES	ERK EGF block
O=C(Nc1ccccc1)NC(Cc1ccc(O)cc1)C(=O)O (stereo not given)	-2.5%
O=C(CCC(=O)NNC(=O)Nc1cccc(Cl)c1)NCc1ccccc1	-0.4%
CCC1(c2ccc(Cl)cc2)NC(=S)N(c2ccc(C)cc2)N1 (stereo not given)	-3.8%
CC1(C)Cc2c(c(-c3ccco3)nc3sc4c(NCCN5CCOCC5)ncnc4c23)CO1	5.5%
CCCCCCOC(=O)Cc1c(C)nc(N)[nH]c1=O	8.2%[57.5 µM]
CCC(C)C(=O)Nc1cc(Cl)ccc1C(=O)O (stereo not given)	8.2%
CCc1cc2ccccc2nc1SCC(=O)Nc1cc(OC)c(OC)cc1C(=O)O	6.4%
CN(C)C(=S)Nc1ccc(Br)cc1Cl	-12.8%[57.5 µM]
CN(C)C(=O)CSc1ncnc2scc(-c3ccccc3)c12	13.5%
C/C(=N\NC(=O)c1c(Cl)cnn1C)c1cccc(NC(=O)C(C)C)c1	-16.9%
COc1ccc(NS(=O)(=O)c2cc(NC(=O)[C@@H](NC(N)=O)C(C)C)ccc2C)cc1	-15.9%[57.5 µM]
O=C(NCc1cccnc1)c1ccc(-c2cc3ccccc3oc2=O)cc1	-8.4%
COc1ccc(C(=O)C2CCCN(C(=O)CCC3=NNC(=O)CC3)C2)c(C)c1 (stereo not given)	1.4%
Cc1ccc(NC(=S)N(C)Cc2cn(C)c3ccccc23)cc1	-15.7%
Cc1ccc(Nc2nc3ccccc3c(=O)s2)cc1C	15.1%
COc1ccc(-c2noc(CCCC(=O)N3CCOCC3)n2)cc1	0.9%

More records follow:
SMILES	ERK EGF block
COc1cccc(NC(=O)c2ccc(NC(=O)C(C)(C)C)cc2)c1	9.1%
CC(C)OCCCNC(=O)C1CCC(CNS(=O)(=O)c2ccc(Cl)cc2)CC1 (stereo not given)	11.2%
CC(C)N(C(=O)c1ccc2nc(-c3ccccc3)c(-c3ccccc3)nc2c1)C(C)C	-13.1%
CCOC(=O)Cn1nc(-c2ccc(C)cc2)c2ccccc2c1=O	-2.5%
c1ccc2[nH]c(NCc3ccc4c(c3)OCO4)nc2c1	-6.4%
C=CCN(CC=C)C(=O)c1cc(Cl)ccc1[N+](=O)[O-]	1.2%
CCOc1ccc(NC(=O)c2ccc(NC(=O)Cc3n[nH]c(=O)c4ccccc34)cc2)cc1	-12.3%[57.5 µM]
CC(=O)Nc1ccc(NC(=O)C2CC(=O)N(c3cccc(Cl)c3)C2)cc1 (stereo not given)	4.1%
Cc1noc(C)c1C(=O)N1CCC[C@@]2(CCN(Cc3ccccc3)C2)C1	-2.2%
Cn1c(N)c(S(=O)(=O)N2CCN(C(=O)c3ccco3)CC2)c(=O)n(C)c1=O	-13.8%
COc1ccccc1/C=C/C=NC1C(=O)N(c2ccccc2)[N+](C)=C1C (stereo not given)	2.6%[57.5 µM]
Cc1cc(N2CCOCC2)nc(-c2ccccc2O)n1	-1.2%
O=C(O)CC(NC(=O)c1sc2ccccc2c1Cl)c1ccc(OC2CCCC2)cc1 (stereo not given)	-0.4%
CC1CCCC(C)N1NC(=O)c1ccc(Cl)c(S(N)(=O)=O)c1 (stereo not given)	-6.0%
CSc1sc(C)cc1C=O	11.8%
O=C(NC(=S)Nc1ccc(N2CCOCC2)cc1)c1ccco1	5.1%
CCCCNC(=O)C1CCN(c2nc(C)cc(C)n2)CC1	5.6%
Cc1ccccc1NC(=O)/C=C1\SC(=O)NC1=O	11.0%
O=C(NCC1CCCO1)c1ccc2c(=O)n(Cc3ccc(Cl)cc3)c(=S)[nH]c2c1 (stereo not given)	-8.0%
COc1cccc(NC(=O)C(Sc2nnc(-c3ccncc3)n2-c2ccc(Cl)cc2)c2ccccc2)c1 (stereo not given)	0.2%
Cc1onc(C(=O)NCc2cccs2)c1[N+](=O)[O-]	-0.9%
C=CCC1C=C(C)CC(CC=C)N1 (stereo not given)	-6.7%
COC(=O)c1ccc(S(=O)(=O)N2CCN(C(c3ccccc3)c3ccccc3)CC2)n1C	5.3%[57.5 µM]
O=S(=O)(NNc1nccc(C(F)(F)F)n1)c1cccc(Cl)c1Cl	-9.0%[57.5 µM]
Cn1c(=O)c([N+](=O)[O-])c(Oc2ccccc2)c2ccccc21	5.9%
O=C(CC(c1ccccc1)(c1ccccc1)c1ccccc1)N[C@@H](Cc1ccc(O)cc1)C(=O)O	-6.8%[57.5 µM]
Cc1ccc(-c2cc(C(=O)Nc3cccnc3)[nH]n2)c(O)c1C	-8.3%[57.5 µM]
Clc1nc(-c2ccccc2)cc(-c2ccccc2)n1	-8.8%
O=C(NCCc1ccccc1)c1cc(=O)[nH]c2ccccc12	-0.6%
COc1ccc(-c2nc3ccc(C(=O)NCC(OC)OC)cc3nc2-c2ccc(OC)cc2)cc1	-2.6%
COc1ccc(C(=O)NC(Nc2ccc(C)cc2)C(Cl)(Cl)Cl)cc1 (stereo not given)	3.6%
CN(CC(=O)Nc1ccccc1Cl)C(=O)c1cc(=O)[nH]c2ccccc12	-0.1%[57.5 µM]
O=C(COc1ccc(Cc2ccccc2)cc1)c1ccc(F)cc1	?
CN(C)CCCN(C(=O)c1cccc(N2C(=O)CCC2=O)c1)c1nc2cc3c(cc2s1)OCO3	10.2%
CCOC(=O)c1ccccc1OCc1cc(/C=N/n2cncn2)ccc1OC	1.3%
O=C(CSc1nnnn1-c1ccccc1)c1ccco1	-7.4%

Next section, overlapping the part above by 2 compounds.
SMILES	ERK EGF block
CCOC(=O)c1ccccc1OCc1cc(/C=N/n2cncn2)ccc1OC	1.3%
O=C(CSc1nnnn1-c1ccccc1)c1ccco1	-7.4%
O=[N+]([O-])c1cc(/C=N/O)ccc1Oc1cccc(Cl)c1	-11.5%
CCN(CC)C(=O)CSc1nc2cc3c(cc2c(=O)n1Cc1ccco1)OCO3	-0.6%
CCOC(=O)CNC(=S)N(CCCN1CCCCCC1)Cc1cccs1	-2.7%
Cc1cc(Br)c(NC(=O)c2ccccc2[N+](=O)[O-])cc1C	-2.6%
CC(=O)Oc1ccc2cc(-c3ccccc3)c(=O)oc2c1	-1.3%[57.5 µM]
Cc1ccc(/C([O-])=C(/C(=S)NCc2ccco2)[n+]2ccccc2)cc1[N+](=O)[O-]	-2.0%
CCOc1ccccc1CNC(=O)c1ccc(Sc2ccc(Cl)cc2)c(NC(C)=O)c1	6.2%
N#CCSc1ccc(-c2nc3ccccc3[nH]2)cn1	-0.4%
O=C1CN(C(=O)/C=C/c2cccc(Cl)c2)c2ccccc2N1	-5.1%
CC(C)c1ccc(NC(=O)COC(=O)c2c[nH]c(=O)[nH]c2=O)cc1	3.2%
CCCCCCCC/C=C\CCCCCCCC(=O)OC[C@@H](O)COP(=O)(O)O	-8.2%
NC(=O)C1CCCN(C(=S)Nc2ccccc2)C1 (stereo not given)	2.5%
CCC1=C(OC(=O)N(CC)CC)N2C(=O)OC(=NCCOC)[C@]2(C)[C@H]2C1=CC[C@H]1C(=O)N(CC)C(=O)[C@H]12	2.4%
Cc1ccc(SCC(=O)N2CCc3ccccc32)cc1	2.2%
OC1(c2ccccn2)COc2ccccc2O1 (stereo not given)	-8.8%[57.5 µM]
O=C(c1cc(C(F)(F)F)cc(C(F)(F)F)c1)N1CCC2(CCCN(c3ccncc3)C2)CC1	0.6%
CCOC(=O)Cc1csc(NC(=O)Cc2ccccc2[N+](=O)[O-])n1	?
O=C(Nc1ccccc1)C1=C[C@@H](C2CC2)C[C@@H](OCc2ccc(CO)cc2)O1	-8.4%[57.5 µM]
CCOCCn1c(SC(C)C(C)=O)nc2c1c(=O)[nH]c(=O)n2C (stereo not given)	4.0%[57.5 µM]
O=C(O)c1ccc(-c2nc(-c3ccc(Cl)cc3Cl)cs2)cc1	11.0%
CCCCC(=O)NS(=O)(=O)c1ccc(NS(C)(=O)=O)cc1	8.1%
CCC(CC)NC(=O)Nc1ccccc1C	0.9%
c1ccc(CN2CCC(Nc3nc(-c4cccs4)nc4ccccc34)CC2)cc1	?
CC(C)C12CN(C(=O)c3ccccc3[N+](=O)[O-])CC(C(C)C)(CN(C(=O)c3ccccc3[N+](=O)[O-])C1)C2=O	0.5%[57.5 µM]
O=C(O)c1ccccc1C(=O)Nc1ccc(-c2csc(-c3ccccc3)n2)cc1	-7.0%
COC(=O)CC1C(C)(C)C(=O)C2CC3=C(CC[C@]4(C)C3=CC(=O)OC4c3ccoc3)[C@@]1(C)C2=O (stereo not given in full)	9.8%
CC1(C)CC(=O)C2=C(C1)OC(=O)CC2c1cccs1 (stereo not given)	-7.5%[57.5 µM]
CC1(C)Cc2nc(Cl)c(C(=O)O)cc2CO1	6.4%
CC1=NN2C(=N)/C(=C\c3cc(C)n(-c4ccccc4)c3C)C(=O)N=C2S1	12.3%
COCCNC(=O)C(NC(=O)C1CCCCC1)C12CC3CC(CC(C3)C1)C2 (stereo not given)	-11.3%
O=C(Nc1nc2ccccc2s1)C1c2ccccc2Oc2ccccc21	-7.5%
O=C1CC(c2ccc(O[C@@H]3OC(CO)[C@@H](O)C(O)C3O)cc2)Oc2cc(O)ccc21 (stereo not given in full)	-8.2%
Cc1ccc(NC(=O)CN(c2ccc(C)cc2)S(=O)(=O)c2cccc3nonc23)cc1	-7.0%
CCn1c(-c2cccs2)nc2ccccc21	1.5%
O=C1CCC(C(=O)OCC(=O)c2ccccc2)N1 (stereo not given)	-7.8%
Cc1ccccc1NC(=O)C(=Cc1ccc(C(=O)O)cc1)C(=O)Nc1ccccc1C	-8.8%
O=c1c2ccccc2nnn1CSc1nc2ccccc2[nH]1	2.5%
Cc1ccccc1N1C(=O)C(Oc2ccc(Cl)cc2)C1CNC(C)(C)C (stereo not given)	4.0%
Cc1cccc(CNC(=O)CCc2nnc(C3CCCCC3)o2)c1	-0.5%
C=CCNc1nc(NC(C)(C)CO)nc(OC)n1	-0.9%
Cc1cc(Cl)ccc1Oc1ncnc2onc(C)c12	-1.5%
CC(C)(C)NC(=O)[C@@H]1C[C@H]2CCCC[C@@H]2CN1C[C@H](O)[C@H](Cc1ccccc1)NC(=O)[C@@H](CC(N)=O)NC(=O)c1ccc2ccccc2n1	-10.1%[25.7 µM]
C=C(C)C(=O)N1CC2(CC(c3cccc(NC(=O)CC(c4ccccc4)c4ccccc4)c3)=NO2)C[C@H]1C(N)=O (stereo not given in full)	23.6%[57.5 µM]
CC(=O)OC1CC2C(C)(C)C(=O)C=C[C@]2(C)C2CC[C@@]3(C)C(c4ccoc4)OC(=O)C4O[C@@]43[C@]12C (stereo not given in full)	23.9%
O=C(CSc1nnc(-c2cccnc2)s1)Nc1cccc(C(=O)O)c1	1.9%
COc1ccc(C2(CNC(=O)C(c3ccccc3)c3ccccc3)CCOCC2)cc1OC	1.8%
O=C(CSc1n[nH]c(=O)n1Cc1ccco1)Nc1ccccc1	-1.6%[57.5 µM]
O=C(NCCCn1ccnc1)C(=O)NCc1ccc(Cl)cc1	3.7%
CCOC(=O)c1[nH]c2ccc(OC)cc2c1NC(=S)N1CCN(c2cccc(Cl)c2)CC1	-3.6%
Cn1c(N2C(=O)CC(Cc3ccccc3)C2=O)nc2ccccc21 (stereo not given)	-2.7%
O=C(Nc1ccc(Br)cc1)c1cccc(N2C(=O)C3C4CCC(C4)C3C2=O)c1 (stereo not given)	-2.4%
O=C(Nc1ccc(Br)cc1F)c1ccc2c(c1)N(Cc1ccccc1)C(=O)CS2=O (stereo not given)	5.7%
S=c1nc(-c2ccccc2)c(-c2ccccc2)n[nH]1	-3.2%[57.5 µM]
COc1cccc(NC(=O)C(=O)NCCc2ccc(F)cc2)c1	4.6%[57.5 µM]

Bioassay records (PubChem)
